ASM inhibitor: Inhibitors of Secretory Acid Sphingomyelinase (S-ASM): qHTS | Sphingomyelin phosphodiesterase (Homo sapiens), P17405 | placental ASM, HMU-PC fluorogenic substrate, 60 min | Potency, µM (titrated, usually from 57.5 µM), without a hit: top-dose activity change, negative = inhibition, most hits filed as inhibitors | actives 0.006% (n = 340,000) | AID 504937, 2011; note: potency is the fitted concentration of half-maximal effect
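HMU-PC0 cleavage (9 uM final) by human placental ASM, 60 min at 37 °C following 10 min compound exposure at RT; stopped at pH 10, fluorescence Ex 386/Em 447 nm.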
BCR signal inh: qHTS Assay to Find Inhibitors of Chronic Active B-Cell Receptor Signaling; Potency, µM (titrated, usually from 46.1 µM), inactives show at the top dose ratio change, negative = lower green/red ratio, hits mostly inhibitors; AID 493014, 2011; ABC-DLBCL IkBa-CBG/CBR reporter, luminescence ratio, 4 h; actives 0.05% (n = 340,000); active = well fitted inhibition curve with a large enough effect in the signal ratio, with a control signal flat, not every such curve was filed as active; inconclusive = small, poorly fitted or top-dose-only effect, or effect the other way, or a change in a side signal; the % refers to the signal ratio;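 note: potency is the fitted concentration of half-maximal effect; plate controls were basal doxycycline-induced cells for no effect and cells given 10 µM MG132 for full effect; MG132 reads +100%, hits lower the ratio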
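Cell line TMD8 (human ABC DLBCL), stably expressing tet-inducible CBG68-IkBa fusion and CBR; IMDM/0.5% FBS; cpd up to 46 uM; dox induction, 4 h, 37C/5% CO2; dual luminescence; green/red ratio; MG132 control.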
TSHR antagonist: Antagonists of the Thyroid Stimulating Hormone Receptor: HTS campaign | TSHR-expressing cells, TSH-stimulated cAMP HTRF, 2 h; active compounds read low | activity change, negative = inhibition, % at 11.5 µM | actives 0.2% (n = 330,000) | AID 504810, 2011;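 active = activity change below a set negative limit, meaning inhibition stronger than a set level, cut at about -70% in these data; inconclusive = activity change between two set negative limits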; note: % is set by controls: 0 for no effect and ±100 for the full control effect
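Competitive HTRF cAMP read-out (cryptate anti-cAMP antibody, cAMP-d2; 30 min, room temperature) in freshly harvested TSHR cells. Compounds added before TSH at EC80 (4nM final), followed by 2 hours' incubation at 37 deg C.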
ELG1 repair inh: qHTS screen for small molecules that inhibit ELG1-dependent DNA repair in human embryonic kidney (HEK293T) cells expressing luciferase-tagged ELG1; AID 504467, 2011; actives 2.3% (n = 330,000); Potency, µM (series often up to 46.1 µM), for the others: top-dose activity change, negative = inhibition, usual class: inhibitors; HEK293T ELG1-luciferase reporter, luminescence, 16 h; DNA damage induced by 5-fluorouridine; note: potency is the fitted concentration of half-maximal effect; % is set by controls: 0 for no effect and ±100 for the full control effect; nearly all actives have a fitted effect of over 55% in size
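Step one: seed 2,000 cells per well. Step two: pin-transfer compound or DMSO alongside 5-fluorouridine. Step three: incubate 16 hr, 37 °C, 5% CO2. Step four: add ONE-Glo, wait 30 min, read luminescence.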
Integrin act MD: qHTS for Activators of Integrin-Mediated Alleviation for Muscular Dystrophy; AID 624291, 2012; Potency, µM (doses to about 38.3 µM), inactives show at the highest dose activation, most hits filed as activators; alpha7betagal myoblasts, beta-gal FDG fluorescence, 48 h; actives 0.064% (n = 350,000);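 note: potency is the fitted concentration of half-maximal effect; 100% = response of the positive control SU9516; nearly all actives have a fitted effect of over 60% in size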
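alpha7betagal+/- myoblasts (passage 13, 250/well) treated 48 h at 37C with compounds at 1:260 dilution of DMSO stock. Lysed, then beta-galactosidase activity read as FDG fluorescence (ex 480/em 540) after 30 min, with pre-read for autofluorescence.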
TCR activator: Activators of T cell receptors: qHTS campaign | primary human leukocytes, anti-CD3, IL-2 HTRF, 48 h | Potency, µM (top dose mostly 9.22 µM), inactives show top-dose activation of IL-2 secretion, usual class: activators | 330,000 tested, under 10 active; note: % of control where 0% means no effect
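Primary human leukocytes were stimulated with a-CD3 beads plus compounds for 48 hr without co-stimulation; secreted IL-2 was quantified by HTRF using a-IL-2-K (europium cryptate) and a-IL-2-d2, excited at 320nm with acceptor emission read at 665nm.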
TSG101-PTAP inh: qHTS Assay for Iinhibitors of HIV-1 Budding by Blocking the Interaction of PTAP/TSG101; AID 493005, 2010; Tumor susceptibility gene 101 protein (Homo sapiens), Q99816; Fluorescence polarization, FITC-PTAP peptide / Tsg101 binding; Potency, µM (series often up to 115 µM), without a hit: top-dose activity change, negative = inhibition, actives largely listed as inhibitors; 340,000 tested, under 10 active; active = well fitted inhibition curve with a large enough effect in the main read-out, with a control signal flat, not every such curve was filed as active; inconclusive = small, poorly fitted or top-dose-only effect, or effect the other way, or a change in a side signal; inactive = no such curve, though single readings can be large or run the other way; note: potency is the fitted concentration of half-maximal effect; % of control where 0% means no effect
Target sequence (Q99816 whole entry, looked up): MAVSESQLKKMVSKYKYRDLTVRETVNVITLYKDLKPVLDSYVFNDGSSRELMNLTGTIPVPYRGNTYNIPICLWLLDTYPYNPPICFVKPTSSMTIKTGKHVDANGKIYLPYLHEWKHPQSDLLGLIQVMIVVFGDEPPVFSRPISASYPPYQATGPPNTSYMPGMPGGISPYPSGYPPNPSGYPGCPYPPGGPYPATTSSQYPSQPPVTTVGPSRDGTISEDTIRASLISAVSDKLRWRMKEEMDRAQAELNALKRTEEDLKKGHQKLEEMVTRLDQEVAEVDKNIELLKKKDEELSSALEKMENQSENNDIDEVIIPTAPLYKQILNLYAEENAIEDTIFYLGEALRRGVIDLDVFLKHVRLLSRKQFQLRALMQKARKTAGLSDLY
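Tsg101 binding domain (10 uM final) was mixed with compound and a FITC-labeled PTAP peptide (50 nM final) in HEPES pH 7.5 buffer with NaCl, Tween 20, EDTA and TCEP; fluorescence polarization was read after 20 min at r.t.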
Mito fusion act: qHTS Assay for Small Molecule Inhibitors of Mitochondrial Division or Activators of Mitochondrial Fusion | S. cerevisiae fusion-defective mutant growth rescue, CellTiterGlo 48 h | Potency, µM (highest dose often 46.1 µM), inactives show at the top dose growth rescue (activation), most hits filed as activators | actives 0.23% (n = 320,000) | AID 485298, 2010;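 note: potency is the fitted concentration of half-maximal effect; % of control where 0% means no effect; nearly all actives have a fitted effect of over 45% in size; temperature-sensitive fusion mutants such as fzo1-1 at 37 °C on non-fermentable ethanol glycerol medium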
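Read-out: ATP-based luminescence (CellTiterGlo, 10 min ambient) reporting growth of fusion-defective ts yeast after 48 hours at 37C on glycerol/ethanol YPEG medium in the presence of compound.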
Eya2 phos inh: qHTS Assay for Inhibitors of the Phosphatase Activity of Eya2. Protein phosphatase EYA2 (Homo sapiens), O00167. recombinant Eya2, OMFP fluorescence dephosphorylation (OMFP is methylfluorescein phosphate). Potency, µM (titrated, usually from 76.9 µM), inactives show at the top dose activity, negative = inhibition, usual class: inhibitors. actives 0.006% (n = 330,000). AID 488837, 2010; note: potency is the fitted concentration of half-maximal effect; % is set by controls: 0 for no effect and ±100 for the full control effect
Target sequence (O00167 whole entry, looked up): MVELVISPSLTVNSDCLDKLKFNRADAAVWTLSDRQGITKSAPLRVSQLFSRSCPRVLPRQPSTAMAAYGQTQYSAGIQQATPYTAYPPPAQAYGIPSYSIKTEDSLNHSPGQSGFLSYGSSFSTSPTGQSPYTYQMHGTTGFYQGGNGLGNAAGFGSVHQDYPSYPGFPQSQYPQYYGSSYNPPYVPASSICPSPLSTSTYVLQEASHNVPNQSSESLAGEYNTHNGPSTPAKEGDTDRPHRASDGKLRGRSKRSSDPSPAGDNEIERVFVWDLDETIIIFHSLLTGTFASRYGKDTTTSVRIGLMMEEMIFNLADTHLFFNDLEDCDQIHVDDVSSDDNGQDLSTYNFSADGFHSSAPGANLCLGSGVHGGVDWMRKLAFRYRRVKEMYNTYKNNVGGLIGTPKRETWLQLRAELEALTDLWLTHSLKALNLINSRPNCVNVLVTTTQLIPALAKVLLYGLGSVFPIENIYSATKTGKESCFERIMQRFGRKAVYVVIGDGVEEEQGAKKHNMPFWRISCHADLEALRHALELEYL
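Eya2 protein (added as 0.2 uM solution) was preincubated with compound for 10 min at ambient temperature in 50 mM HEPES pH 7.5, 50 mM NaCl, 5 uM MgCl2, 0.05% BSA, 1 mM DTT. OMFP (added at 50 uM) then reacted 10 min; fluorescence read at 485/525 nm.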
AT treatment: qHTS Assay for Identifying a Potential Treatment of Ataxia-Telangiectasia | […] A-T fibroblasts, KAP-1 phosphorylation AlphaLISA; neocarzinostatin DNA damage 30 min before lysis | Potency, µM (titrated, usually from 57.5 µM), without a hit: top-dose activation, actives largely listed as activators | actives 0.19% (n = 320,000) | AID 485349, 2010; note: potency is the fitted concentration of half-maximal effect; % of control where 0% means no effect; nearly all actives have a fitted effect of over 45% in size
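hTERT-immortalized A-T patient fibroblasts ([…]), 500 cells/well in OPTI-MEM, 1% FBS, got compounds for 60 min, then NCS for 30 min at 37C. Lysates were then assayed for phospho-KAP-1 by AlphaLISA (anti-pKAP1 donor, anti-KAP1 acceptor beads), 6 hr at 25C.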
Tb PFK inh: qHTS Assay to Find Inhibitors of T. brucei phosphofructokinase; ATP-dependent 6-phosphofructokinase (Trypanosoma brucei brucei), O15648; actives 0.17% (n = 330,000); T. brucei PFK, ADP-Glo luminescence; Potency, µM (titrated, usually from 57.5 µM), without a hit: at the highest dose activity, negative = inhibition, most hits filed as inhibitors; AID 485367, 2010;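 note: potency is the fitted concentration of half-maximal effect; 0% = uninhibited 1x PFK enzyme wells and -100% = no-enzyme wells; nearly all actives have a fitted effect of over 60% in size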
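Compounds were pin-transferred as a titration series up to 57 uM into substrate buffer (0.5 mM F6P, 0.1 mM ATP, pH 8.0), then 1.25 nM PFK was added and reactions ran 45 min before ADP-Glo detection.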
* marks the source's active call; other numbers are inactive results; ? = inconclusive; . = not tested or not shown; [ ] = another dose, or the depositor's remark. Unless noted, calls come from the whole dose curve; as a rule, active = well fitted curve in the direction sought with a large enough effect; inconclusive = small, poorly fitted or top-dose-only effect, or another doubt; inactive = no such curve, though single readings can be large; an effect the other way counts as inactive or inconclusive.

structure,ASM inhibitor,BCR signal inh,TSHR antagonist,ELG1 repair inh,Integrin act MD,TCR activator,TSG101-PTAP inh,Mito fusion act,Eya2 phos inh,AT treatment,Tb PFK inh
O=C(N/N=C/c1c(Cl)cccc1Cl)c1ccccc1F,4%,-3%,22,?,-5%,-3%[46.1 µM],1%,.,-2%,-3%,-6%
Cc1ccc(C(=O)NCC(=O)OCCOc2cccc(Cl)c2)cc1,-2%,5%,-8,20%,6%,1%,1%,-1%,11%,-3%,-8%
Oc1ccc(NCc2ccccc2OCc2ccccc2F)cc1,-6%,?,-7,?,-59%[inhibitor],-6%,-1%,0%,8%,16%,-6%
Cc1ccccc1-n1nnnc1SCC(=O)NC1CC1,4%,2%,-8,?,22%,-5%,-5%,.,-22%,8%,-1%
COc1cc(OC)cc(C(=O)NCC(=O)OCC(=O)c2cc(C)n(Cc3ccco3)c2C)c1,-2%,-11%,-5,7%,-1%,0%[46.1 µM],0%,0%,-2%,-8%,-1%
Cc1cccc(NC(=O)CCc2nnc3ccc(NCc4ccco4)nn23)n1,6%,-4%,-11,17%,-57%[inhibitor],3%,0%,2%,2%,3%,-26%
COc1ccc(NC(=O)c2cc(-c3ccccc3)nc3c2cnn3C(C)C)c(OC)c1,?,4%,10,?,?,-3%,-1%,4%,1%,5%,5%
O=C(NCc1cccs1)C1CCCN1C(=O)Nc1cccc(Cl)c1 (configuration not stated),0%,5%,-6,4%,4%,1%,0%,0%,-1%,7%,-4%
N=C1SC(c2ccccc2)C(=O)N1c1ncc(Cc2ccccc2)s1 (configuration not stated),2%,3%,-31,?,-28%,-2%[46.1 µM],0%,9%,9%,0%,-3%
NC(=NCc1ccco1)NC(=O)c1ccc(Cl)cc1,8%,-5%,-3,?,-16%,-2%,-3%,-3%,-4%,12%,0%
O=C(NN1C(=O)c2ccccc2NC1c1cccnc1)c1ccc([N+](=O)[O-])cc1 (configuration not stated),-5%,1%,0,?,?,12%,-3%,-15%,0%,-1%,0%
O=C(NN1CCOCC1)c1ccccc1Br,1%,4%,-4,9%,9%,1%,2%,2%,-3%,8%,0%
CC(C)(C)c1ccc(S(=O)(=O)NCC2CCCO2)cc1 (configuration not stated),1%,0%,-10,-14%,-11%,-2%,-3%,-1%,4%,17%,5%
COc1ccccc1-c1nc2ccc(Cl)cc2c(=O)n1O,-1%,3%,-3,12%,-5%,0%,0%,-9%,8%,-16%,10%
CCOC(=O)N1CCC(N(C(=O)Nc2ccccc2)C(C)CC)CC1 (configuration not stated),5%,0%,15,8%,5%,7%,-5%,0%,0%,4%,-2%
CCn1nc(C(=O)Nc2ccc(S(=O)(=O)Nc3nccs3)cc2)c2ccccc2c1=O,-3%,-2%,-8,1%,29%,-68%,2%,-4%,10%,3%,2%
CCOc1ccc(CCNC(=O)C2CC(=O)N(C3CCCC3)C2)cc1OCC (configuration not stated),0%,-22%,-4,1%,-26%,-2%,0%,-2%,-10%,1%,-2%
Cn1c(N2CCN(S(=O)(=O)c3ccc(F)cc3)CC2)nc2ccccc21,-1%,-1%,-5,?,14%,7%,0%,11µM*,0%,0%,-6%
Cc1nc(SCC(=O)Nc2cccc(Cl)c2)n[nH]1,1%,?,0,0%,10%,0%,1%,-2%,14%,0%,-5%
CCc1cc(CNC(=O)C2CCC(=O)N(Cc3ccc(Cl)cc3)C2)on1 (configuration not stated),6%,-1%,5,0%,30%,-5%,-4%,-6%,-1%,3%,2%
Cc1ccccc1N(CC(=O)NCCc1ccccc1)C(=O)CCC(=O)Nc1ccccn1,1%,9%,3,2%,14%,-1%,-4%,-2%,1%,-4%,-2%
CNC(=O)c1cc2c(=O)n3cccc(C)c3nc2n(C(C)C)c1=N,.,3%,5,-13%,-5%,3%,-2%,1%,-5%,7%,1%
Cc1ccc(NS(=O)(=O)c2cccs2)cc1S(=O)(=O)N1CCCCCC1,0%,?,-4,-22%,43%,7%,0%,4%,10%,8%,-2%
COc1ccc(NS(=O)(=O)CC23CCC(CC2=O)C3(C)C)cc1 (configuration not stated),0%,-5%,-9,12%,-9%[7.66 µM],1%,-1%,3%,-3%,16%,-1%
O/N=C/c1ccccc1OCc1ccccc1Cl,-5%,?,0,?,-9%,-1%,1%,-1%,-4%,1%,-1%
CCCCCC(=O)NC(=S)Nc1ccc(Cl)cn1,-16%,?,-11,-1%,0%,-1%[46.1 µM],-2%,11%,5%,12%,0%
Cc1ccc(OCC(=O)Nc2ccncc2)c(C)c1,-1%,?,-7,?,-23%,-5%,-4%,0%,-6%,-11%,-1%
CCOc1ccc(NC(=O)CSc2nnc(CCNC(=O)c3ccc(OC)cc3)n2C)cc1,2%,7%,3,?,17%,-1%,-3%,0%,11%,.,-1%
CCOc1ccc(C(=O)COC(=O)C2CCN(c3ccc(C(F)(F)F)cn3)CC2)cc1,-11%,-9%,-9,5%,-18%,1%,-2%,2%,-16%,-2%,-4%
O/N=C(\C[n+]1ccccc1)c1ccc(Br)cc1,-2%,1%,1,?,1%,0%,-6%,-1%,-9%,7%,-1%
COC(=O)C1(c2ccccc2)NC(c2cccs2)C2C(=O)N(C)C(=O)C21 (configuration not stated),0%,-1%,-2,1%,-10%,-26%,-11%,2%,-11%,4%,1%
CC(=O)c1cccc(Nc2nc(-c3cccc([N+](=O)[O-])c3)cs2)c1,-3%,2%,-35,?,-14%,4%,0%,29%,-29%,-5%,-8%
CC(NC(=O)CN1CCCC1)C12CC3CC(CC(C3)C1)C2 (configuration not stated),3%,0%,17,-9%,-2%,4%,0%,-2%,-4%,-3%,1%
COc1cc2c(cc1NC(=O)CCCN1C(=O)CCC1=O)oc1ccccc12,-3%,16%,4,?,20%,4%,1%,-1%,10%,-1%,4%
CC1(C)CC(NC(=O)c2ccccc2)CC(C)(C)N1,-2%,7%,9,1%,9%,.,-2%,2%,-6%,2%,-1%
COC(=O)c1cc(-c2ccc(Cl)cc2Cl)n[nH]1,6%,?,-8,?,-1%,6%,0%,-14%,-15%,-1%,-4%
CCCOc1ccc(CC(CC(=O)O)(C(=O)O)C(=O)O)cc1,1%,0%,40,?,2%,0%,3%,-1%,5%,-5%,-1%
CC(/C=C/c1ccccc1)=N/O,3%,1%,-7,0%,6%,-2%,-8%,-3%,7%,-2%,-4%
O=c1cc(-c2ccccc2)nc(N2CCN(Cc3ccccc3)CC2)[nH]1,-1%,4%,-1,-3%,5%,-3%,0%,4%,10%,0%,-6%
Cc1nn(Cc2ccc(Cl)cc2)c(C)c1NC(=O)c1noc2c1CCc1ccccc1-2,-7%,7%,-49,?,-42%,17%,-4%,3%,-8%,1%,-4%
Cc1cccc(C)c1OC1(c2ccccc2)OC(=O)c2ccccc21 (configuration not stated),-2%,16%,43,22%,3%,-4%,0%,5%,2%,34%,0%

Source: PubChem
